# PLK1 PBD block – qHTS for Inhibitors of PLK1-PDB (polo-like kinase 1 - polo-box domain): Primary Screen. Plk1 PBD binding of FITC phosphopeptide, fluorescence polarization. hit rate 2.8% among 360,000. Potency, µM, without a hit: max response, negative = inhibition, most hits filed as inhibitors. Serine/threonine-protein kinase PLK1 (Homo sapiens), P53350; note: series mostly up to about 57 µM; nearly all actives have a fitted effect of over 65% in size
# Target sequence (P53350 whole entry, looked up, the tested form may be a part): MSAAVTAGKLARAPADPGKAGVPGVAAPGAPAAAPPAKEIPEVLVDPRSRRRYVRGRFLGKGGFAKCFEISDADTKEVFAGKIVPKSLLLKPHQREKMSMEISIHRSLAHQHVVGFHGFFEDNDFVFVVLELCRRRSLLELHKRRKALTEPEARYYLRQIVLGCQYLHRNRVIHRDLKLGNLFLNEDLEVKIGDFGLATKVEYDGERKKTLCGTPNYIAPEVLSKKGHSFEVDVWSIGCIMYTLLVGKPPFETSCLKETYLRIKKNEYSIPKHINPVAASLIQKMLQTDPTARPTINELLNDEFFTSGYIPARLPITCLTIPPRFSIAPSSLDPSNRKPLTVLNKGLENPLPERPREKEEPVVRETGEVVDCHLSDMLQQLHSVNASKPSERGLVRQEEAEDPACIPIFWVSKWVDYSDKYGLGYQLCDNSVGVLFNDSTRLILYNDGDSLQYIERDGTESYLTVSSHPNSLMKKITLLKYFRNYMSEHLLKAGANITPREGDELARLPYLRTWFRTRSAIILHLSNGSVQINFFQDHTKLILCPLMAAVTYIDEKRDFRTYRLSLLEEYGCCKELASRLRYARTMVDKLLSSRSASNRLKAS
# Mm-Cpn inhibitor – Inhibitors of TCP-1 ring complex (TRiC) of Methanococcus maripaludis (MmCpn): qHTS; Chaperonin Mm-Cpn (Methanococcus maripaludis); purified Mm-Cpn ATPase, ADP Transcreener TR-FRET; Potency, µM (highest dose often 76.9 µM), for inactives: at the highest dose activity, negative = inhibition, most hits filed as inhibitors; hit rate 0.031% among 330,000; AID 504842, 2011; note: nearly all actives have a fitted effect of over 80% in size
#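 Measured: ADP formation by purified Mm-CPN. Conditions: 25 nM protein, 10 uM ATP, Tris pH 7.4 with Mg2+, K+ and DTT, 37°C for 30 min. Detection: Transcreener HTRF after 30 min at room temperature.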
# An asterisk follows results filed as active; u = inconclusive; x = no result given; [ ] = remark or other dose. Calls come from the whole dose curve; as a rule, active = well fitted inhibition curve with a large enough effect; inconclusive = small, poorly fitted or top-dose-only effect; inactive = flat fitted curve, though single readings scatter. % is set by controls: 0 for no effect and ±100 for the full control effect; potency is the fitted concentration of half-maximal effect. Not all compounds are listed; count on the stated rates, not on these rows.
# Results follow in this order: PLK1 PBD block	Mm-Cpn inhibitor
COc1ccc2c(c1)nc1n2CN(CC2CCCO2)CN1Cc1ccccc1 (centres undefined)
    x	1.0%
Cc1ccc(/C=N/N(C)C2=NS(=O)(=O)c3ccccc32)o1
    x	3.4%
COc1ccc(C2CC(=O)c3cnc(N4CCc5ccccc54)nc3C2)c(OC)c1 (centres undefined)
    x	-7.5%
COc1ccc(N2CCN(C(=O)c3ccc4c(c3)NC(=O)C(CSCc3cccc(F)c3)N4)CC2)cc1 (centres undefined)
    x	-2.4%
Cc1[nH]c2ccccc2c1/C=N/Nc1ccc(F)cc1F
    x	-0.2%
O=C(Cc1cccc2ccccc12)N/N=C/c1ccc(Sc2cccc3cccnc23)o1
    x	-2.1%
O=C1c2oc3ccc(F)cc3c(=O)c2C(c2ccncc2)N1CCN1CCOCC1 (centres undefined)
    x	-1.0%
Cc1cc2c(s1)c1c(C)nn(Cc3ccccc3F)c(=O)c1n2C
    x	-16.3%
CC(C)C(NC(=O)C1CCCCC1)C(=O)NC1CCN(Cc2ccccc2)CC1 (centres undefined)
    x	-0.5%
CCN(C(=O)COC(=O)c1cccc(NS(=O)(=O)c2ccc(F)c(F)c2)c1)C1CCS(=O)(=O)C1 (centres undefined)
    x	-0.1%
Cc1c(Cl)cccc1NC(=O)CSc1nc2c(c(=O)[nH]1)CCCC2
    x	-0.3%
Nc1c(C(=O)c2ccccc2O)cnn1-c1ccc(S(=O)(=O)N2CCOCC2)cc1[N+](=O)[O-]
    x	-1.7%
COCCNC(=O)Cn1c(=O)n(CCCCCC(=O)NCc2ccc3c(c2)OCO3)c(=O)c2sccc21
    x	0.3%
Cc1cc(C)nc(N2CCCC(C(=O)Nc3nnc(C(C)C)s3)C2)n1 (centres undefined)
    x	-1.2%
Cc1cccc(/C=C/C(=O)c2ccc(N3CCOCC3)cc2)c1
    x	-4.2%

# (more compounds)
# Results follow in this order: PLK1 PBD block	Mm-Cpn inhibitor
CCOc1ccc(C2C(C(=O)c3ccco3)=C(O)C(=O)N2CCN(C)C)cc1 (centres undefined)
    x	1.5%
O=C(Cc1ccc(Br)cc1)Nc1ccc(S(=O)(=O)N2CCCC2)cc1
    x	-5.9%
CN(C)c1ccc(-c2nn3c(-c4ccc(Cl)cc4Cl)nnc3s2)cc1
    x	-4.3%
Cc1ccc2[nH]c3c(N4CCN(Cc5ccc6c(c5)OCO6)CC4)ncnc3c2c1
    x	-2.0%
Cc1ccc(Nc2nc(-c3sc(NC(=O)c4ccc([N+](=O)[O-])cc4)nc3C)cs2)cc1
    x	0.7%
O=C(NCc1ccc[n+](CCCCS(=O)(=O)[O-])c1)c1ccc(OC(F)F)cc1
    x	-1.6%
COc1ccccc1N1CCN(S(=O)(=O)c2ccc3c4c(cccc24)C(=O)N3C)CC1
    x	0.8%
O=C(O)CCN1C(=O)/C(=C2\C(=O)N(Cc3ccccc3Cl)c3ccccc32)SC1=S
    x	0.8%
CC(C)CN1CN(S(=O)(=O)c2cccs2)c2nc3ccccc3nc21
    x	0.2%
O=C(Cn1c(=S)[nH]c2ncccc2c1=O)NCCc1ccccc1
    x	0.5%
CCn1c(SCC(=O)Nc2ccc(-c3nc4ccc(C)cc4s3)cc2)nnc1-c1ccccc1
    x	-5.7%
CCC(=O)N1CCc2cc(Br)cc(S(=O)(=O)CCC(=O)N(C)c3cccc(C)c3)c21
    x	1.1%
CCCn1c(SCC(=O)N2CCc3ccccc32)nnc1-c1ccncc1
    x	0.2%
COc1ccc(NC(=O)COC(=O)c2ccc(S(=O)(=O)N(C)c3ccccc3OC)cc2)c(OC)c1
    x	-14.7%
COc1ccc(-n2cnnc2SC(C)c2nc3sc(C)c(C)c3c(=O)[nH]2)cc1 (centres undefined)
    x	-1.4%

# (further entries)
# Results follow in this order: PLK1 PBD block	Mm-Cpn inhibitor
COC(=O)/C=C/C(=O)N1CCN(c2cccc(Cl)c2)CC1
    x	-1.1%
COc1cc(/C=C2\C(=O)NN(c3ccccc3)C2=O)ccc1OCC(N)=O
    x	-3.0%
COc1ccccc1-c1c(C#N)c(SCC(=O)N2CCCC2)nc(C)c1C(N)=O
    x	0.1%
CCCCCCCCCC(=O)Nc1cccnc1
    x	0.4%
C[n+]1nc(Nc2ccccc2)sc1-c1ccc(C(=O)O)cc1
    x	-0.1%
COc1ccc([C@]23Cc4cc(OC)c(OC)cc4C(O2)c2c(cc(C)n(Cc4ccccc4)c2=O)O3)cc1
    x	1.2%[15.4 µM]
CN(C)c1ccc2c3c(cccc13)C(=O)N(c1ccccc1)C2=O
    x	2.6%
CCOCC(=O)Nc1cc(C(=O)NCCC(C)C)ccc1Cl
    x	-2.8%
COc1cc(CC(=O)N/N=C/c2ccccc2)c([N+](=O)[O-])cc1OC
    x	2.9%
CCOC(=O)c1nn(-c2ccc(Cl)cc2Cl)c(=N)c(C#N)c1C
    x	-1.5%
Cc1ncc(CO)c(/C=N/NC(=O)c2ccc(Br)cc2)c1O
    x	-3.6%
CC(=O)C1=NN(c2ccccc2)C(c2cccs2)N1c1ccccc1 (centres undefined)
    x	-0.1%
CCOC(=O)C1=C(C)N=c2s/c(=C/c3cccc(OCC(=O)O)c3)c(=O)n2C1c1ccc(F)cc1 (centres undefined)
    x	-3.5%
COCCn1c(-c2cc(OC)c(OC)c(OC)c2)nc2nc3ccccc3nc21
    x	1.1%
COc1ccccc1CCNC(=O)c1cc(-c2ccccn2)nc2ccc(Br)cc12
    x	-4.2%

# Further entries:
# Results follow in this order: PLK1 PBD block	Mm-Cpn inhibitor
Cn1c(N)c(C(=O)COC(=O)c2cc(C(F)(F)F)nc3ccccc23)c(=O)n(C)c1=O
    x	-2.9%
O=C(CSc1nnc(-c2ccccc2)c2ccccc12)NCC1CCCO1 (centres undefined)
    x	-2.6%
O=C1CCC(C(=O)O)(c2ccccc2)C1 (centres undefined)
    x	-1.3%
Cc1cc(C)nc(N2CCN(c3ncnc4c3oc3ccccc34)CC2)n1
    x	-1.8%
COCc1cc(C)nc(N/N=C/c2ccc(-c3ccc(C(=O)O)c(Cl)c3)o2)c1C#N
    x	-13.6%
Cc1ccc(CN2C(=O)/C(=C\c3ccc(C(=O)NCc4cccnc4)cc3)Oc3ccccc32)cc1
    x	-0.4%
COc1cccc(CNC(=O)CSc2ccc(-c3ccncc3)nn2)c1
    x	-0.7%
COC(=O)c1cc(OC)c(OC)cc1NC(=O)c1cccnc1
    x	0.5%
Cc1cc(NC(=O)CCN2C(=O)/C(=C/c3ccccc3F)SC2=S)no1
    x	-3.0%
CCc1cc2c(C)cc(=O)oc2cc1Oc1ncccc1[N+](=O)[O-]
    x	1.7%
CNc1ncnc2ccc(-c3c(C)noc3C)cc12
    x	0.3%
O=C(NC1CC1)c1ccc2c(c1)NC(=O)c1ccccc1S2
    x	0.4%
Nn1c(SCC(=O)NC2CCCc3ccccc32)nnc1-c1ccc(Cl)cc1Cl (centres undefined)
    x	1.4%
N=C1/C(=C\c2ccc(OCc3ccccc3)cc2)C(=O)N=C2SC(N3CCCC3)=NN12
    x	2.3%
Cc1csc(CNc2ncnc3ccc(-c4ccco4)cc23)c1
    x	-1.6%

# Additional compounds.
# Results follow in this order: PLK1 PBD block	Mm-Cpn inhibitor
COc1cc(CNC(=O)CCCC/C=C\C(C)C)ccc1O
    x	2.7%
O=C(O)CSc1nnc(-c2ccc(Cl)cc2)n1-c1ccccc1
    x	0.9%
O=C(N1CCNCC1)N1CCOCC1
    x	0.6%
Cc1cc(C)n2nc(SCc3cc(=O)oc4cc(O)ccc34)nc2n1
    x	u
N#C/C(C(=O)N1CCOCC1)=c1\s/c(=C/c2ccncc2)c(=O)n1-c1ccccc1
    x	-1.4%
Cc1cc(=O)n2[nH]c(-c3cccnc3)nc2n1
    x	1.4%
Cn1c(=O)c2ncn(CC(=O)N=Nc3c(O)[nH]c4ccccc34)c2n(C)c1=O
    x	3.5%
COc1cccc(Cn2ncc3c4sc(B(O)O)cc4n(C)c3c2=O)c1
    x	-1.8%
Cc1cc(C)c(O)c(N)c1
    x	-0.5%
Cc1ccc2nc(NC3=NC(CC(=O)O)C(=O)N3)nc(C)c2c1 (centres undefined)
    x	1.7%
CCOc1ccc(-n2c(SCC(=O)Nc3ccccc3CC)nc3n[nH]c(C)c3c2=N)cc1
    x	-9.7%
CC1CN(C(=O)/C(C#N)=C2\N=C(NC(=O)c3ccccc3Cl)c3ccccc32)CC(C)O1 (centres undefined)
    x	-2.6%
Cn1c(=O)c(C=Nc2ccccc2)c(O)c2ccccc21
    x	-3.4%
CCn1cc(C(=O)N2CCc3ccccc3C2)c(=O)c2cc(S(=O)(=O)N3CCCCC3)ccc21
    x	-0.3%
CCCC1Cc2c(sc(NC(=S)NC(=O)c3ccccc3)c2C#N)CO1 (centres undefined)
    x	-2.0%

# 2 entries picked at random from those above, as already listed:
# Results follow in this order: PLK1 PBD block	Mm-Cpn inhibitor
Cn1c(=O)c2ncn(CC(=O)N=Nc3c(O)[nH]c4ccccc34)c2n(C)c1=O
    x	3.5%
COc1cc(CNC(=O)CCCC/C=C\C(C)C)ccc1O
    x	2.7%

# Looked up above:
# Mm-Cpn inhibitor with COc1cc(CC(=O)N/N=C/c2ccccc2)c([N+](=O)[O-])cc1OC = 2.9%
# Mm-Cpn inhibitor with CN(C)c1ccc(-c2nn3c(-c4ccc(Cl)cc4Cl)nnc3s2)cc1 = -4.3%

# The results go on.
# Results follow in this order: PLK1 PBD block	Mm-Cpn inhibitor
Brc1ccccc1OCCCCCN1CCCC1
    x	-0.8%
Cc1[nH]n(-c2ccccc2)c(=O)c1C=NCc1ccco1
    x	-5.5%
Cc1ccc2cc(C#N)c(SCC(=O)Nc3ccc4sc(C)nc4c3)nc2c1
    x	-3.1%
COc1ccc(C)c2sc(NNC(=O)COc3ccccc3)nc12
    x	-2.1%
O=[N+]([O-])c1cccc(-c2nc(N3CCOCC3)c3ccccc3n2)c1
    x	-0.5%
COc1ccc(-c2nn(CC(=O)N3CCCCC3)c(=O)c3ccccc23)cc1
    x	-17.5%
COc1ccc(-c2cccc(C3CC=CC4C3C(=O)N(Cc3ccccc3)C4c3cc(C)ccc3F)c2)cc1 (centres undefined)
    x	-0.7%
CC(C)CCNC(=O)NC(=O)Cn1cc(C(F)(F)F)ccc1=O
    x	-0.6%
COC(=O)c1cc(NC(=O)c2cccc(Cl)c2)c(=O)oc1/C=C/Nc1cc(C)cc(C)c1
    x	0.2%
Cc1ccc(-c2csc3nc4c5ccccc5c(NCCCN5CCOCC5)nn4c(=O)c23)cc1
    x	u
Cc1ccc(-n2c(C)c3c(C)nnc(C)c3c2C)cc1
    x	1.1%
CN(CCCC[C@H](CNCc1ccc(-c2ccccc2)cc1)N1C[C@H](c2ccccc2)N(CCc2ccc(Cl)c(Cl)c2)C(=O)C1=O)Cc1ccc(-c2ccccc2)cc1
    x	0.2%
CCc1c(C)nc(SCC(=O)N2CCc3ccccc32)[nH]c1=O
    x	-0.4%
CCCC[C@]12Cc3cc(C#N)ccc3C(O1)c1c(cc(-c3ccccc3)oc1=O)O2
    x	-5.1%[15.4 µM]
O=C(N/N=C/c1ccco1)c1[nH]ncc1Br
    x	-1.8%

# Further structures follow:
# Results follow in this order: PLK1 PBD block	Mm-Cpn inhibitor
OC(COc1ccc(-c2ccccc2)cc1)CN1CCOCC1 (centres undefined)
    x	2.1%
CCn1c(SCC(=O)c2c(N)n(C)c(=O)n(C)c2=O)nc2sc(C)c(C)c2c1=O
    x	-0.6%
COc1ccc2c(c1)[C@H]1[C@H](CO2)[C@H](c2ccccc2)[C@]2(C)C(=O)N[C@@H](C)C(=O)N12
    x	1.3%
Cc1cc(NC(=O)C(C)C)ncc1NC(=O)c1ccco1
    x	2.8%
COc1cccc(-c2ccc(SCC(=O)N3CCc4ccccc43)nn2)c1
    x	1.7%
CCOc1cc(N2CCOCC2)c(OCC)cc1NC(=O)c1nc2nccc(C)n2n1
    x	0.2%
Cc1[nH]c2ccccc2c1C(=O)CN1CCN(C2CCCCC2)CC1
    x	1.8%
COc1ccc(NS(=O)(=O)c2ccc(N3CCCC3)c(NC(=S)Nc3cccc(S(=O)(=O)N(C)C)c3)c2)cc1
    x	u
CCC/C=C(\CCC)C(NS(=O)(=O)c1ccc(C(F)(F)F)cc1)c1ccccc1 (centres undefined)
    x	1.4%
COC(=O)C/C=C/[C@@H](C)[C@@H](/C=N/OC[C@@H](C)[C@H](OCc1ccccc1)C(C)C)NS(=O)(=O)c1ccc(C)cc1
    x	1.3%
CCOC(=O)C1(CCCCCCOc2ccc(Cl)cc2)CO1 (centres undefined)
    x	-1.7%
CCC[C@H]1COCCS(=O)(=O)N1Cc1ccc(Br)cc1
    x	-4.1%
COc1cccc(C(=O)OCCN(C)C(C)(C)C)c1
    x	0.7%
Cc1ccc(CC(=O)NCc2cccnc2)cc1
    x	-0.4%
COc1cc(/C=N/O)ccc1OCc1ccc(Cl)cc1
    x	-2.2%

# Continuation:
# Results follow in this order: PLK1 PBD block	Mm-Cpn inhibitor
N#Cc1ccc2c(c1)C[C@]1(CCCCN3C(=O)c4ccccc4C3=O)Oc3c(c(=O)oc4ccc(F)cc34)C2O1
    x	-1.8%[15.4 µM]
CC1(C)Cc2c(sc3c4nnnn4c4nnnn4c23)CO1
    x	1.4%
CCOc1ccc(CN2CCN(c3cc(C)nc4c5c(C)cc(C)nc5nn34)CC2)cc1
    x	-9.6%
CC(=O)Nc1cccc(-c2csc(Nc3ncccn3)n2)c1
    x	-3.6%
O=C(c1ccc2c(c1)OCO2)N1CCC2(CC1)Oc1ccc(Cl)cc1C(=O)C21CC(c2ccc(Cl)cc2)=NO1 (centres undefined)
    -2.6%	-1.3%

# From PubChem BioAssay
